Assay outcomes from PubChem.
CHOP UPR activ: activators of apoptotic arm of unfolded protein response (CHOP); activation, % at 10 µM; CHO-CHOP luciferase reporter, UPR activation, luminescence; percent of tunicamycin response over DMSO baseline; 330,000 tested, 0.34% active; AID 449763;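 active = at 10 µM dose, activation of 40% or more, normalized to positive control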;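 note: 100% = tunicamycin at 10 µg/mL and 0% = DMSO alone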
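Evaluation: % reporter activation, DMSO baseline versus tunicamycin full activation; System: CHO-CHOP luciferase reporter cell line; Input: 500 cells/well; Incubation: 6 h compound treatment, 37 °C; Measured by: Steady-Glo luciferase luminescence; Dosing: one dose, 10 µM in 0.5% DMSO; Buffer or medium: F12 medium, 10% FBS; Benchmarks: positive tunicamycin 10 µg/mL, negative DMSO alone.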
XBP1 UPR activ: activators of adaptive arm of unfolded protein response (XBP1). CHO-XBP1 luciferase reporter, IRE1-XBP1 UPR activation, luminescence; percent of tunicamycin response, DMSO as zero. 330,000 tested, 0.33% active. activation, % at 20 µM. AID 463104;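 active = versus positive control, 20 µM dose yields 30% or more activation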;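 note: 100% = tunicamycin at 10 µg/mL and 0% = DMSO only wells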
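Material: CHO-XBP1 cells stably carrying IRE1-XBP1-driven luciferase reporter | Medium: F12 with 10% serum | Compound dosing: 20 µM single concentration, DMSO 1% | Incubation: Overnight seeding at 37 °C, 6 h compound treatment at 37 °C | Detection: Steady-Glo luminescence read | Read-out basis: % activation of reporter signal versus tunicamycin and DMSO controls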
APJ antag: antagonists of human APJ apelin receptor; 330,000 tested, 0.32% active; inhibition, % at 20 µM; AID 2521; CHO-K1 APJ beta-arrestin complementation, luminescence;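 active = inhibition above about 40% at 20 µM, limit read from the data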;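 note: cells challenged with 10 nM apelin-13 agonist together with compound; plate controls were apelin-13 plus DMSO wells for no effect and DMSO wells lacking apelin-13 for full effect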
Target sequence (P35414 whole entry, looked up): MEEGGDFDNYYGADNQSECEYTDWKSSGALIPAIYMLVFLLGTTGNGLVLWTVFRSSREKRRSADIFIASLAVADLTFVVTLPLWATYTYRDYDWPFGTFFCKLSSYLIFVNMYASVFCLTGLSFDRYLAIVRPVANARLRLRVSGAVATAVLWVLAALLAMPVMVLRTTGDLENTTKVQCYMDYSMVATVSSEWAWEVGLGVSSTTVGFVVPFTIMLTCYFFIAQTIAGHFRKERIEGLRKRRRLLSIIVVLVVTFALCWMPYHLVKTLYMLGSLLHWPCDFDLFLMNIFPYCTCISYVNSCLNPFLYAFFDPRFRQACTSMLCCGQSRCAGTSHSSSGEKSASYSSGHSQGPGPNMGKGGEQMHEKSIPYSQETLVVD
TIM10 inh: TIM10 yeast growth inhibition; S. cerevisiae TIM10 strain growth, BacTiter-Glo luminescence, 24 h; inhibition, % at 10 µM; 330,000 tested, 1.4% active; AID 463195;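 active = inhibition of 40% or more at the single tested concentration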;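 note: wild-type TIM10 isogenic control strain grown at permissive 25 °C; 0% = DMSO yeast wells and 100% = minimal medium wells without yeast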
APJ ag: activates the human apelin receptor APJ; CHO-K1 APJ PathHunter beta-arrestin, luminescence; 0% DMSO wells, 100% apelin; activation, % at 20 µM; 330,000 tested, 0.11% active; AID 2520;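 active = activation more than six SD over the plate average, tested at 20 µM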;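 note: 0% = DMSO alone and 100% = apelin-13 at 10 nM; some results filed as inactive read as strong as hits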
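Assay system: CHO-K1 cells stably expressing ProLink-tagged human APJ and arrestin–beta-gal acceptor. Compound dosing: 20 µM single point, 1% DMSO. Times: 16-18 h seeding, 90 min dark compound exposure, 60 min detection. Detection: beta-gal luminescence. Evaluation: APJ–arrestin association signal. Controls: negative DMSO alone, positive Apelin-13 at 10 nM.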
tim10-1 inh: inhibits growth of tim10-1 mutant yeast. inhibition, % at 20 µM. 330,000 tested, 2.2% active. S. cerevisiae tim10-1 ts strain growth, BacTiter-Glo, 24 h;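 active = inhibition of at least 40%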;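 note: mutant grown at 25 °C; 0% = DMSO wells with yeast and 100% = wells holding no yeast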
Mdm2 MdmX PPI: human Mdm2/MdmX binding inhibition; O15151+Q00987; SaOS-2 split-luciferase Mdm2/MdmX complementation, luminescence; inhibition, % at 8 µM; 330,000 tested, 3% active; AID 485346;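 active = inhibition of at least 50% at 8 µM in the primary screen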
CXCR6 block: CXCR6 (human) receptor inhibition; O00574; CHO-K1 PathHunter CXCR6 beta-arrestin, luminescence; inhibition, % at 20 µM; 360,000 tested, 0.36% active; in the data active = inhibition above about 34%, passing the limit was not always enough;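 note: antagonist mode with CXCL16 agonist at 10 nM final; 0% = 10 nM CXCL16 with DMSO and 100% = unstimulated wells without agonist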
Target sequence (O00574 whole entry, looked up): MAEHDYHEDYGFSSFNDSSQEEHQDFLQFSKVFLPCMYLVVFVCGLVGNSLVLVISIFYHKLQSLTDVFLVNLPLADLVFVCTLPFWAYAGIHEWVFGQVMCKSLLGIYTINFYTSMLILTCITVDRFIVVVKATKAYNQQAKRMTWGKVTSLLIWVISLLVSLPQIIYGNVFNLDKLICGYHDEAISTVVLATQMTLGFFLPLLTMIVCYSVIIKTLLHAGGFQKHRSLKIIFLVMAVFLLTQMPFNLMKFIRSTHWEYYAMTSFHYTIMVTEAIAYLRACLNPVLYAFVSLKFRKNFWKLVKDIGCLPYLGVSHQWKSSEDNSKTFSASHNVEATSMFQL
tim23-1 inh: growth inhibitors of tim23-1 mutant yeast | S. cerevisiae tim23-1 growth, BacTiter-Glo luminescence, 24 h | inhibition, % at 20 µM | 330,000 tested, 1.3% active | AID 463212;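 active = growth inhibition of the mutant yeast at or above 50%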;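 note: temperature-sensitive mutant grown at 25 °C; plate controls were DMSO-treated mutant yeast for no effect and medium wells lacking yeast for full effect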
Starred values were filed as active, the others as inactive. An excerpt, so the mix of outcomes need not match the whole.

item	compound	CHOP UPR activ	XBP1 UPR activ	APJ antag	TIM10 inh	APJ ag	tim10-1 inh	Mdm2 MdmX PPI	CXCR6 block	tim23-1 inh
1	O=c1[nH]n(-c2ccc(Cl)cc2)c2ncccc12	0.8	-1	-4	9	0	9	8	2	17
2	CC(C(=O)Nc1sc2c(c1C(=O)NCc1ccco1)CCCC2)N1C(=O)c2ccccc2C1=O (configuration not stated)	0.9	-2	7	0	-1	9	3	-2	-16
3	CCOC(=O)N1CCN(C(=O)NC2CCCCC2)CC1	2.0	0	4	-3	0	-5	4	0	0
4	CC(C)n1nnnc1SCC(=O)NCc1ccco1	5.9	3	3	7	-1	11	7	-4	0
5	Cc1cc(C)c(C(=O)N2CCC(N3CCC(C(=O)NC(C)C)CC3)CC2)o1	0.2	-5	-1	1	5	-2	17	4	-15
6	CSc1cccc(NC(=O)COc2cccc3ccccc23)c1	0.5	3	-2	24	-4	18	1	0	17
7	O=C(CCCOc1ccc(Cl)cc1Cl)N/N=C\C1CCCCC1	0.9	-1	-1	18	-4	32	18	-3	24
8	CCN(CC)c1ccc(CN2CCC(C(=O)NCc3ccc(C)cc3)CC2)cc1	0.3	-1	-27	8	-1	15	27	-6	7
9	COc1cc(NC(=O)Cc2nn(C)c(=O)c3ccccc23)cc(OC)c1OC	-1.5	1	4	1	2	3	11	-4	11
10	CCOC(=O)C1CCN(C(=O)CSc2c3c(nc4ccccc24)CCC3)CC1	-0.4	1	2	21	-3	16	-1	5	19
11	O=C1C2C3C=CC(C3)C2C(=O)N1c1ccc2c(c1)OCO2 (configuration not stated)	-1.8	-2	1	-12	-2	17	16	4	0
12	CCOC(=O)C1CCCN(C(=O)C(CCSC)NC(=O)COc2ccccc2)C1 (configuration not stated)	-1.1	7	15	3	-2	6	-12	-9	6
13	CCOc1ccccc1C(=O)N/N=C/c1coc2ccc(C)cc2c1=O	1.3	0	-1	18	-6	28	79*	-2	64*
14	Cc1c(C(=O)NCCNc2ncc(C(F)(F)F)cc2Cl)cccc1[N+](=O)[O-]	-0.9	0	-5	3	-1	8	27	0	20
15	O=C(NCCC1=CCCCC1)c1coc(=O)c(Br)c1	32	-5	6	17	-4	27	84*	-1	19
16	CN1C(=O)/C(=C/c2ccc(OCc3ccc(F)cc3)cc2)N(C)C1=S	0.5	-5	5	3	2	-2	17	12	19
17	CCN1CCN(C(=O)C(C)Nc2cc(Cl)c(OC)cc2OC)CC1 (configuration not stated)	0.8	0	-28	-9	6	5	7	-17	-3
18	CCc1ccc(NC(=O)C2C3/C=C\CCCCC32)cc1 (configuration not stated)	9.0	2	8	6	3	14	-14	-4	10
19	Cc1cc(C)n(-c2nc3c(c(=O)[nH]c(=O)n3C)n2CC(O)COc2ccccc2C)n1 (configuration not stated)	-1.7	3	-26	12	2	21	7	2	8
20	Cc1c(C(=O)NCc2ccc3c(c2)OCO3)oc2ccc(Br)cc12	0.6	-1	5	16	0	27	73*	-7	37
21	CCOC(=O)N1CCN(C(=O)CSCC(=O)Nc2nc(-c3ccccc3)cs2)CC1	2.7	1	-6	23	-2	22	24	-10	13
22	O=C(NC1CCCC1)C(=O)N(Cc1cccnc1)C(C(=O)NCC1CCCO1)c1ccco1 (configuration not stated)	-0.9	4	9	7	-2	1	10	-5	8
23	CCCC(=O)NC(Nc1ccc(S(=O)(=O)Nc2cc(C)on2)cc1)(C(F)(F)F)C(F)(F)F	-0.5	3	-4	2	-2	12	14	-3	-1
24	CCOC(=O)C1CCN(C(=O)CSc2ccccc2Cl)CC1	2.0	-2	5	21	-2	22	-34	0	19
25	Cc1ccc(C(=O)O)cc1-n1c(=O)n(Cc2ccccc2)c(=O)c2[nH]cnc21	3.4	-2	12	6	-3	-10	-3	1	2
26	Cc1c(C(c2cccc(O)c2)c2c(C)n(C)n(-c3ccccc3)c2=O)c(=O)n(-c2ccccc2)n1C	3.3	0	19	-3	2	0	19	-10	9
27	O=C(CSc1nccc(-c2cccs2)n1)Nc1ccccc1	1.5	1	-17	17	0	12	29	17	17
28	Cc1nn(Cc2ccc(F)cc2)c(C)c1NC(=O)c1cnn2c1NC(c1ccccc1)CC2C(F)(F)F (configuration not stated)	0.5	-2	-15	3	-1	10	7	-14	7
29	CCCCOC(=O)Nc1ccc(S(=O)(=O)Nc2cc(C)nc(C)n2)cc1	0.8	-1	16	-1	-2	-3	1	-2	-4
30	NC(=O)c1ccsc1NC(=O)c1ccco1	2.6	0	-2	8	-3	-4	6	2	6

As a short view, some entries already given:
item	compound	CHOP UPR activ	XBP1 UPR activ	APJ antag	TIM10 inh	APJ ag	tim10-1 inh	Mdm2 MdmX PPI	CXCR6 block	tim23-1 inh
29	CCCCOC(=O)Nc1ccc(S(=O)(=O)Nc2cc(C)nc(C)n2)cc1	0.8	-1	16	-1	-2	-3	1	-2	-4
30	NC(=O)c1ccsc1NC(=O)c1ccco1	2.6	0	-2	8	-3	-4	6	2	6

Further entries follow.
item	compound	CHOP UPR activ	XBP1 UPR activ	APJ antag	TIM10 inh	APJ ag	tim10-1 inh	Mdm2 MdmX PPI	CXCR6 block	tim23-1 inh
31	COc1cc(Br)cc(C2C3=C(CCCC3=O)N(c3ccc(F)cc3)C3=C2C(=O)CCC3)c1O	0.1	1	-41	13	1	11	7	-15	20
32	O=C(NCc1cccc(F)c1)C1CCN(C(=O)c2sccc2-n2cccc2)CC1	-0.7	-1	-5	0	-1	18	19	-6	11
33	Cc1noc(C)c1S(=O)(=O)N1CCN(Cc2ccc3c(c2)OCO3)CC1	-0.5	1	0	16	-3	30	11	2	28
34	COc1cc(SC#N)ccc1N=Cc1c(C)[nH]n(-c2ccc(Cl)cc2)c1=O	86*	101*	8	33	6	42*	23	-4	34
35	C=C(C)COc1ccc(-c2n[nH]c(C)c2-c2ccc(OC)cc2)c(O)c1	-0.9	-5	7	39	-5	14	61*	1	23
36	CC(C)OCCCNC(=O)C1CCC(CNS(=O)(=O)c2cccc3nsnc23)CC1 (configuration not stated)	-1.5	-1	-85	9	-2	7	-10	-6	10
37	Cc1ccccc1NC(=O)Cn1nnc2ccccc21	0.1	-1	-24	-14	1	-16	9	0	-9
38	COc1ccc(S(=O)(=O)Nc2ccc3c(c2)n(C)c(=O)n3C)cc1	1.5	-4	-13	-1	0	-11	3	4	2
39	O=C(c1cccc(S(=O)(=O)N2CCCC2)c1)N1CCN(c2ncccn2)CC1	0.5	-2	-5	-13	-7	-4	19	0	-1
40	COc1ccc(N2CCN(S(=O)(=O)CCNC(=O)C3CC(=O)N(c4ccccc4)C3)CC2)cc1 (configuration not stated)	-1.8	-6	13	-2	1	2	27	-2	-11
41	O=C(CCS(=O)(=O)c1ccccc1)Nc1ccc(-c2nc3ccccc3s2)cc1	-0.6	0	11	13	-3	13	-191	-1	-17
42	COc1ccc(N2CCN(C(=N)/C(C(C)=O)=C(\C)O)CC2)cc1	-0.4	-1	-14	2	-2	4	7	-7	8
43	O=C(Cn1cnc2nc3n(c2c1=O)CCC3)NCc1ccccc1	-1.0	-1	-15	-4	-4	1	-6	-3	3
44	COn1c(SCC(=O)N(C)C)nc2ccccc2c1=O	-0.8	-1	7	1	-3	16	26	-1	-17
45	Cc1ccccc1NC(=O)c1ccc(S(=O)(=O)N2CCCC2)cc1	0.8	-2	5	-2	0	-12	33	0	-5
46	Cc1cccc(NC(=O)C2(c3cccs3)CCOCC2)n1	-0.2	0	7	-5	2	19	46	-9	7
47	O=C(CN1CCCCCC1=O)N1CCN(S(=O)(=O)c2cccs2)CC1	-1.7	0	-1	-13	-5	11	18	-5	10
48	Cc1ccccc1N(C(=O)CS(=O)CC(=O)Nc1ccc(F)cc1)C(C)C(=O)NC(C)(C)C (configuration not stated)	-1.3	3	13	11	0	-31	6	5	12
49	Nc1nnc(SCCOc2ccccc2)s1	-1.5	4	-7	-6	-1	4	-2	3	13
50	CCOC(=O)c1c(NC(=O)C2C3CCC(O3)C2C(=O)O)sc(C)c1-c1ccc(C)cc1 (configuration not stated)	-0.3	-1	12	10	3	17	-13	-1	12
51	Cc1ccc(NC(=O)CCn2nc(C)cc2C)c(C)c1	-1.8	-3	2	-11	-5	2	3	-2	7
52	CCC1COCCS(=O)(=O)N1Cc1ccc(C)cc1 (configuration not stated)	0.1	0	-83	2	10	8	18	2	14
53	Cc1ccc(C2=NNC(C(O)C(O)C(O)C(O)CO)S2)cc1 (configuration not stated)	-0.3	1	3	7	0	6	-37	1	6
54	O=C(CN1C2=NCCN2c2ccccc21)c1ccco1	2.5	0	2	-23	-1	6	26	-6	11
55	COCCCNC(=O)c1ccc(S(=O)(=O)c2ccc(C)cc2)c(NC(C)=O)c1	7.2	-3	5	15	-6	-1	23	-12	0
56	N/C(=N\OC(=O)COc1ccc(Cl)cc1Br)c1cccnc1	1.6	3	4	18	-1	-9	-233	-6	29
57	O=C(Nc1cc(Cl)ccc1N1CCOCC1)c1ccc(N2CCCCC2)c([N+](=O)[O-])c1	0.9	-2	28	-5	-1	9	36	14	-8
58	Oc1ccc(/C=N/Nc2nn3cnnc3c3ccccc23)cc1	-0.3	-1	-22	-5	-4	4	4	6	-5
